Cycloheximide cs: affects cycloheximide protein synthesis inhibition readout, counter-screen | cell reporter, cycloheximide protein synthesis inhibition counterscreen | max response, % | 300,000 compounds, 12% hits; in the data active = max response mostly above about 13%, no sharp cut-off; inactive = mostly below about 14%; also: read at 38.3 µM for the half of the compounds with a filed dose; 0% is about no effect
Giardia FBPA inh: Giardia lamblia aldolase inhibition; purified Giardia FBPA; Potency, µM (top dose mostly 59.6 µM), for inactives: top-dose activity, negative = inhibition, actives largely listed as inhibitors; 290,000 compounds, 0.71% hits; also: potency is read from the fitted curve at half-maximal effect; % is scaled to controls: 0 for no effect and ±100 for the full control effect; nearly all actives have a fitted effect of over 55% in size
Target sequence (A8B2U2 whole entry, looked up): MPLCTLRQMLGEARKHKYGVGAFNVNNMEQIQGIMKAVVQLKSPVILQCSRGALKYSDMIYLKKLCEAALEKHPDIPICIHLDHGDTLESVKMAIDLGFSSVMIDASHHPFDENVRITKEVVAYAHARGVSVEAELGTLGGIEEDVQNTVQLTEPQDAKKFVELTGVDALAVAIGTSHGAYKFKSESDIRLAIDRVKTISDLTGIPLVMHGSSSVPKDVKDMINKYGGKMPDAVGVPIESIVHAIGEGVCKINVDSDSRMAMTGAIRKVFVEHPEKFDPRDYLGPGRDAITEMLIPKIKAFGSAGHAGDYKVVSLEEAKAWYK
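Giardia FBPA (40 nM reagent) was preincubated 10 min at RT with compound (up to 57.5 uM final), then substrate plus GAPDH/TPI/NAD/arsenate coupling system with diaphorase/resazurin was added; resorufin fluorescence (525/598 nm) was read after 20 min.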
HCV inh: inhibitors of hepatitis C virus infection; Huh7.5.1 HCVcc-Cre infection, luciferase reporter, 44 h; Potency, µM (doses to about 41.8 µM), inactives show top-dose activity change, negative = inhibition, hits mostly inhibitors; 340,000 compounds, 3.4% hits; AID 651820; also: potency is read from the fitted curve at half-maximal effect; % is scaled to controls: 0 for no effect and ±100 for the full control effect
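Cells (1,000/well) were plated 4 h before compound, then infected with HCVcc-Cre virus (~0.5 moi). After 44 h further culture, infection was read as luciferase luminescence following a 15 min substrate incubation at room temperature.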
Pf growth 48h: P. falciparum growth inhibition at 48 hours (one generation); 310,000 compounds, 5.9% hits; Potency, µM (series often up to 28.7 µM), inactives show at the highest dose activity change, negative = inhibition, usual class: inhibitors; P. falciparum luciferase growth in erythrocytes, 48 h; also: potency is read from the fitted curve at half-maximal effect; % is scaled to controls: 0 for no effect and ±100 for the full control effect
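Growth was read as firefly luciferase luminescence after a 48 h, 37 C, 5% CO2 exposure of compounds to reporter-bearing P. falciparum cultures (0.1% parasitemia, 2% hematocrit final) in Albumax-supplemented RPMI 1640.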
Pf growth 96h: P. falciparum growth inhibition at 96 hours | P. falciparum luciferase reporter growth, 96 h | Potency, µM (top dose mostly 28.7 µM), for the others: top-dose activity change, negative = inhibition, most hits filed as inhibitors | 320,000 compounds, 6.9% hits; also: potency is read from the fitted curve at half-maximal effect; % is scaled to controls: 0 for no effect and ±100 for the full control effect
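96 h incubation, 37 C, 5% CO2, of luciferase-reporter P. falciparum-infected RBCs (2% hematocrit, 0.05% parasitemia final) with test compounds; endpoint luminescence.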
Shiga inhibitor: inhibitors of Shiga toxin in Vero cells; 290,000 compounds, 9.2% hits; AID 2315; inhibition, % at 38.7 µM; Vero cells, Shiga toxin protein synthesis inhibition reporter; in the data active = inhibition mostly above about 28%, no sharp cut-off; inactive = mostly below about 43%; also: 0% is about no effect
Active calls of the source: *; ? = inconclusive; / = not tested or not shown; & = joins results of further samples; [ ] = remark or other dose. Unless noted, calls follow the shape of the dose curve; as a rule, active = well fitted curve in the direction sought with a large enough effect; inconclusive = small, poorly fitted or top-dose-only effect, or another doubt; inactive = no such curve, though single readings can be large; an effect the other way counts as inactive or inconclusive.

entry | compound | Cycloheximide cs | Giardia FBPA inh | Shiga inhibitor | HCV inh | Pf growth 96h | Pf growth 48h
1 | CSCC[C@H](NC(=O)C1CCCC1)c1nc2ccccc2[nH]1 | -1 | -6% | -10 | 2% | 6% | 5%
2 | CC(C)(C)NC(=O)COC(=O)c1nsc(Cl)c1Cl | 8 | 1% | -1 | 10% | ? | -3%
3 | Cc1ccc(C(=O)Nc2ccc(C(=O)NCC3CCCO3)cc2)cc1 (stereo unspecified) | 1 | -7% | -3 | -14% | ? | -7%
4 | CC1CC(=O)Nc2ccccc2S1(=O)=O (stereo unspecified) | -3 | 14% | -12 | 8% | -11% | -2%
5 | CCOC(=O)c1ccc(NC(=O)C2(c3ccc(Cl)cc3)CCCC2)cc1 | -3 | -4% | -13 | 18% | ? | ?
6 | CNc1ccc(C(=O)c2ccccc2C(=O)O)cc1[N+](=O)[O-] | -4 | 6% | -3 | 4% | 23% | 24%
7 | CC(C)Oc1ccccc1NC(=O)CSc1nccn1C | 5 | -13% | -12 | 12% | 1% | 13%
8 | O=C(OCc1ccccc1Cl)c1ccc(-n2cnnc2)cc1 | -1 | 10% | -13 | -5% | 2% | 6%
9 | Cc1ccc(CSCc2ccc(C(=O)NC3CC3)o2)cc1 | 18 | / | 29 | -13% | ? | 1.2µM*
10 | CCn1nc(C(=O)OCC(=O)c2ccc3c(c2)OCCO3)c2ccccc2c1=O | 12 | 7% | 25 | 26% | ? | 3%
11 | O=C(NCc1ccco1)c1nc2ccccc2s1 | 23* | 5% | 77* | 0% | / | 65%[activator]
12 | O=S(=O)(/C(=C/c1ccc(C(F)(F)F)cc1)c1nc2ccccc2[nH]1)c1ccccc1 | -2 | -3% | -6 | 11µM* | 1.7µM* | 4.1µM*
13 | COC(=O)c1ccc(C(=O)OC)c(NC(=S)N2CCN(c3ccc(F)cc3)CC2)c1 | -7 | -4% | -8 | -2% | 23% | ?
14 | C#CCOCCOCCOCCNc1nc(N2CCN(C(=O)Cn3cc(CC(C)O)nn3)CC2)nc(N2CCN(C(=O)[C@H](CCCCN)n3cc(CCC(=O)O)nn3)CC2)n1 (stereo partly specified) | -3 | -3% | -14 | 14% | -1% | 21%
15 | CCOc1ccc2cc(C(=O)NCc3ccccc3)c(=N)oc2c1 | 7 | 1% | 28 | -19% | 12% | 23%
16 | O=C(O)/C(=C/c1cccnc1)NC(=O)c1ccccc1 | 1 | 6% | -9 | 12% | 9% | 12%
17 | COc1ccc(C(=O)N2CCN(Cc3cc(OC)ccc3OC)CC2)cc1 | -1 | ? | -6 | 2% | 10% | ?
18 | Clc1ccc(-c2cn3c(n2)CCC3)cc1 | 28* | 6% | 73 | ? | 5% | 160%[activator]
19 | COc1ccc(CCNC(=O)NC23CC4CC(CC(C4)C2)C3)cc1OC | 7 | / | -5 | -8% | 3% | ?
20 | CCCCC(C(=O)NC1CCCC1)N(Cc1ccco1)C(=O)Cn1nnc(-c2ccc(F)cc2)n1 (stereo unspecified) | -2 | -4% | 9 | -4% | 12µM* | /
21 | CCC(=O)N(Cc1cc(=O)[nH]c2ccccc12)c1cccc(C)c1 | -5 | 8% | 7 | 3% | ? | ?
22 | CC(=O)NC12CC3CC(C1)CC(C(=O)Nc1nc4c(C)cccc4s1)(C3)C2 | 6 | / | 13 | / | ? | -14%
23 | Cc1cccc(N2CCN(C(=O)c3ccccc3SCC(=O)N3CCCC3)CC2)c1C | / | / | / | ? | ? | ?
24 | CCN1C(=O)[C@H]2[C@@H](c3ccc(C)cc3)N3C(=O)N(c4cccc(Br)c4)C(=O)[C@@]3(CC(C)C)[C@H]2C1=O | / | / | / | 2% | 15µM* | ?
25 | COc1ccc(OC)c(NC(=O)CSC2=NN3CCCC(=O)N=C3S2)c1 | -3 | -8% | -9 | -22% | 50%[activator] | -17%
26 | CCOC(=O)CN1CCC(c2cc(-c3ccc(Cl)cc3)n[nH]2)CC1 | 23 | 8% | 32 | -18% | ? | -3%
27 | CC(Sc1nnc(-c2cccnc2)n1-c1ccccc1F)C(=O)N1CCCc2ccccc21 (stereo unspecified) | 17* | 2% | -10 | 6% | ? | ?
28 | CN(CC(=O)Nc1ccccc1C(=O)NC1CC1)Cc1ccc(Cl)s1 | / | / | / | ? | ? | -25%
29 | O=C(N=C1c2ccccc2CN1c1ccc(F)c(F)c1)c1cccnc1 | 29* | -5% | 39 | 2% | 8% | ?
30 | COc1cccc(NC(=O)C(C)OC(=O)c2n[nH]c3ccccc23)c1 (stereo unspecified) | / | / | / | ? | -40% | ?
31 | CCCC(=O)Nc1ccc(NC(=O)c2cc3ccccc3o2)c(OC)c1 | 38* | -10% | / | ? | -21% | 45%[activator]
32 | C/C(Cn1nnc([N+](=O)[O-])n1)=N\NC(=O)c1ccccc1O | 32* | 18µM* | 52* | 7% | ? | ?
33 | COc1ccc2c(CC(=O)NCc3cccs3)coc2c1 | 16 | 3% | 35 | ? | ? | 0%
34 | COc1ccc(C/C(C)=N/NC(=S)Nc2ccc(C)c(C)c2)cc1 | 0 | -27% | -6 | 0% | -28% | 22%
35 | CNCc1ccccc1Sc1cc(O)ccc1O | -3 | ? | -7 | ? | -14% | -3%
36 | CCOc1cc(C(=O)Nc2c(C)ccc3nsnc23)cc(OCC)c1OCC | -2 | -1% | -4 | -17% | ? | -17%
37 | COc1ccc(NC(=O)C(Sc2ccccc2)c2ccccc2)c(OC)c1 (stereo unspecified) | 1 | 1% | -4 | ? | 2.6µM* | -24%
38 | O=C(Nc1ccccn1)C1COc2ccccc2O1 (stereo unspecified) | 32* | -5% | 64* | -2% | 5.9µM* | 51%[activator]
39 | COc1ccc(-c2nnc3n2CCCCC3)cc1 | -1 | 8% | 5 | 5% | 32%[activator] | 17%
40 | Cc1cc(C)nc(OC(=O)c2ccc(Cl)cc2Cl)n1 | 17* | -4% | -17 | / | 48% | 9%
41 | Cc1cccc(C)c1OCc1cc(C(=O)NCc2ccc(Cl)s2)no1 | 18* | -2% | 7 | -12% | 10µM* | 15%
42 | CC(C)CN(C(=O)CSc1nnnn1-c1ccccc1)c1c(N)n(CC(C)C)c(=O)[nH]c1=O | -4 | -4% | -5 | -6% | 6% | -9%
43 | Cc1nn(-c2ccccc2)c2sc(C(=O)N3CCc4ccccc4C3)cc12 | -1 | -4% | -3 | ? | ? | -12%
44 | O=C(C1CCCC1)N(c1ccccc1)C1C=CS(=O)(=O)C1 (stereo unspecified) | -4 | 8% | -7 | 7% | 170%[activator] | 1%
45 | ClC(/C=N/n1cnnc1)=C/c1ccccc1 | 1 | 0% | 6 | ? | 12µM* | 12µM*
46 | COc1ccc(CCC(=O)NCCCNC(=O)CCc2ccc(OC)cc2)cc1 | -4 | 2% | -7 | 2% | 8% | -9%
47 | O=[N+]([O-])c1cccc(/C=C/C=N/Nc2nc(N3CCCCC3)nc(N3CCCCC3)n2)c1 | 8 | 5% | 17 | ? | 1% | 6%
48 | CCCC/C(C)=C/[C@@H](NP(=O)(c1ccccc1)c1ccccc1)c1ccccc1 | 5 | 2%&0% | 0 | 2.8µM* | 15µM* | ?
49 | COC(=O)c1sc(S(=O)(=O)N2CCCCC2C(=O)O)c(C(=O)OC)c1C (stereo unspecified) | -4 | 7% | 1 | 10% | -2% | /
50 | O=C1C=C(NCc2ccccc2)c2ccccc2C1=O | 56* | 1.3µM* | 81* | ? | -5% | ?

(more compounds)
entry | compound | Cycloheximide cs | Giardia FBPA inh | Shiga inhibitor | HCV inh | Pf growth 96h | Pf growth 48h
51 | CCOc1cccc2sc(N(CCCN(C)C)C(=O)Cc3ccccc3)nc12 | -9 | -3% | -17 | -15% | ? | ?
52 | COc1ccc(OC)c(NC(=S)NN2CCOCC2)c1 | 2 | -12% | -3 | 20% | 30%[activator] | 26%
53 | O=C(O)CC(SCC(=O)Nc1ccc(Cl)c(S(=O)(=O)N2CCOCC2)c1)C(=O)O (stereo unspecified) | -2 | -7% | -7 | 7% | 71%[activator] | 41%[activator]
54 | N=C1c2ccccc2CN1NC(=O)c1ccccc1 | 7 | -2% | 37 | -2% | 98%[activator] | 51%[activator]
55 | CC(=O)NS(=O)(=O)c1ccc(N=c2ssc3c2-c2ccc(C)cc2NC3(C)C)cc1 | -6 | 3% | -13 | ? | ? | -2%
56 | CC(=O)NS(=O)(=O)c1cccnc1Nc1ccc(Cl)cc1 | -2 | 20% | 3 | 7% | / | 22%
57 | Cc1cc(C)c2nc(SCC(=O)N3CCCCC3)c(C#N)cc2c1 | 1 | 5% | 11 | 9% | ? | -14%
58 | CCOc1cc(/C=C2\CCC/C(=C\c3cc(Cl)c(O)c(OCC)c3)C2=O)cc(Cl)c1O | 23* | -9% | 60 | ? | 3.3µM* | ?
59 | CCCCNC(=O)CCn1nc(-c2ccc(Cl)cc2)ccc1=O | -1 | 11% | -6 | 12% | -5% | 8%
60 | COc1ccc(NS(=O)(=O)c2cccc(C(=O)NCC(c3ccco3)N3CCCC3)c2)cc1 (stereo unspecified) | / | / | / | -5% | 15µM* | ?
61 | CC(C)(CN=C1NS(=O)(=O)c2ccccc21)CNC(=O)c1ccccc1 | -3 | -3% | -10 | -9% | ? | ?
62 | Cc1ccc(C2C(C#N)=C(N)OC3=C2C(=O)CC(C)(C)C3)s1 (stereo unspecified) | -2 | 0% | -4 | 18% | 43%[activator] | ?
63 | CCCCN(CCCC)CCNC(=O)c1cn(CC)c2ccc(S(=O)(=O)N3CCCC3)cc2c1=O | -11 | / | -9 | 19% | 1% | -21%
64 | O=C(Cn1nc(-c2ccccc2)oc1=O)OCC(=O)c1ccc(F)c(F)c1 | / | / | / | 0% | -28% | ?

12 entries already listed, sorted by formula weight, ascending.
entry | compound | Cycloheximide cs | Giardia FBPA inh | Shiga inhibitor | HCV inh | Pf growth 96h | Pf growth 48h
54 | N=C1c2ccccc2CN1NC(=O)c1ccccc1 | 7 | -2% | 37 | -2% | 98%[activator] | 51%[activator]
52 | COc1ccc(OC)c(NC(=S)NN2CCOCC2)c1 | 2 | -12% | -3 | 20% | 30%[activator] | 26%
62 | Cc1ccc(C2C(C#N)=C(N)OC3=C2C(=O)CC(C)(C)C3)s1 (stereo unspecified) | -2 | 0% | -4 | 18% | 43%[activator] | ?
56 | CC(=O)NS(=O)(=O)c1cccnc1Nc1ccc(Cl)cc1 | -2 | 20% | 3 | 7% | / | 22%
57 | Cc1cc(C)c2nc(SCC(=O)N3CCCCC3)c(C#N)cc2c1 | 1 | 5% | 11 | 9% | ? | -14%
61 | CC(C)(CN=C1NS(=O)(=O)c2ccccc21)CNC(=O)c1ccccc1 | -3 | -3% | -10 | -9% | ? | ?
64 | O=C(Cn1nc(-c2ccccc2)oc1=O)OCC(=O)c1ccc(F)c(F)c1 | / | / | / | 0% | -28% | ?
51 | CCOc1cccc2sc(N(CCCN(C)C)C(=O)Cc3ccccc3)nc12 | -9 | -3% | -17 | -15% | ? | ?
58 | CCOc1cc(/C=C2\CCC/C(=C\c3cc(Cl)c(O)c(OCC)c3)C2=O)cc(Cl)c1O | 23* | -9% | 60 | ? | 3.3µM* | ?
53 | O=C(O)CC(SCC(=O)Nc1ccc(Cl)c(S(=O)(=O)N2CCOCC2)c1)C(=O)O (stereo unspecified) | -2 | -7% | -7 | 7% | 71%[activator] | 41%[activator]
60 | COc1ccc(NS(=O)(=O)c2cccc(C(=O)NCC(c3ccco3)N3CCCC3)c2)cc1 (stereo unspecified) | / | / | / | -5% | 15µM* | ?
63 | CCCCN(CCCC)CCNC(=O)c1cn(CC)c2ccc(S(=O)(=O)N3CCCC3)cc2c1=O | -11 | / | -9 | 19% | 1% | -21%
